# Bioassay records (PubChem)
# Gal4-VP16 FLuc: Gal4-VP16 reporter inhibition counter-screen; Drosophila S2 Gal4-VP16 UAS-luciferase, luminescence, 20 h; Potency, µM (doses to about 53.6 µM), without a hit: top-dose activity, negative = inhibition, hits mostly inhibitors; actives 3.5% (n = 310,000); AID 2546;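 further: Gal4-VP16 expression switched on by copper sulfate through the metallothionein promoter; potency means the concentration at half of the fitted maximal effect; on the % scale 0 is the no-effect control and ±100 the full control effect; nearly all actives have a fitted effect of over 50% in size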
# ELG1 DNA repair: blocks ELG1-dependent DNA repair in HEK293T cells. HEK293T ELG1-luciferase reporter, luminescence, 16 h; DNA damage induced by 5-fluorouridine. Potency, µM (top dose mostly 46.1 µM), for inactives: at the top dose activity change, negative = inhibition, actives largely listed as inhibitors. actives 2.3% (n = 330,000); further: potency means the concentration at half of the fitted maximal effect; on the % scale 0 is the no-effect control and ±100 the full control effect; nearly all actives have a fitted effect of over 55% in size
#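 Overnight (16 hr) co-exposure of 2,000 cells/well to 5-fluorouridine and compound at 37 °C preceded detection. Luciferase was quantified via ONE-Glo luminescence; loss of signal denotes inhibition.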
# FLuc modulator: inhibits or activates purified firefly luciferase, miR-21 counter-screen. Potency, µM (series often up to 57.5 µM), without a hit: at the top dose activity change, negative = inhibition, hits mostly inhibitors. actives 6.9% (n = 360,000). P08659. purified FLuc, Km substrates, luminescence inhibition;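 further: potency means the concentration at half of the fitted maximal effect; plate controls were vehicle for no effect and reference inhibitor for full effect; nearly all actives have a fitted effect of over 55% in size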
# Target sequence (P08659 whole entry, looked up): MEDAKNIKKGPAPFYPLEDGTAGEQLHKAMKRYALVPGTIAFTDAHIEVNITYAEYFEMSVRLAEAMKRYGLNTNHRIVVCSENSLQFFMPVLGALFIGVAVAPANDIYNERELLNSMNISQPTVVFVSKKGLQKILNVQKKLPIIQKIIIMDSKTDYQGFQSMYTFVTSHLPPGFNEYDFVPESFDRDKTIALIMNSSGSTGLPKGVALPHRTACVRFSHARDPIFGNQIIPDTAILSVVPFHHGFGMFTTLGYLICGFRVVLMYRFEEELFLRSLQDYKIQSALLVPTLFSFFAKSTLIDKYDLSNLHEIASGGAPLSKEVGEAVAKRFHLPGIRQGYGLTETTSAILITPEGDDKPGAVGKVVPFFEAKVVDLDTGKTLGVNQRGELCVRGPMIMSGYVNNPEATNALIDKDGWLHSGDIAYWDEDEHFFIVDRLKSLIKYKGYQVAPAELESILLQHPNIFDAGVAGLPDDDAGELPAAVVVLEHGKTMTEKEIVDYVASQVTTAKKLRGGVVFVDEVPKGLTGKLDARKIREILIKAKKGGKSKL
#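 Purified P. pyralis luciferase, 10 nM final, with Km-level 10 uM D-luciferin and 10 uM ATP in 50 mM Tris acetate pH 7.5, 10 mM Mg acetate, 0.01% Tween-20, 0.05% BSA; 6-point qHTS titration about 60 µM downward; luminescence read.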
# PKM2 act: PKM2 (human) enzyme activation; P14618; purified PKM2, Kinase-Glo ATP luminescence, activation; response scale: 0% is enzyme alone, no compound; Potency, µM (top dose mostly 57.5 µM), without a hit: at the highest dose activation, actives largely listed as activators; actives 0.34% (n = 260,000); AID 1631; further: potency means the concentration at half of the fitted maximal effect; on the % scale 0 is the no-effect control and ±100 the full control effect; nearly all actives have a fitted effect of over 55% in size
#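 Purified hPK-M2 (>95%) run at intermediate activity with 0.1 mM ADP and 0.5 mM PEP in 50 mM imidazole pH 7.2, KCl, MgCl2; 1 h room temperature. ATP formed read by Kinase-Glo luminescence; normalized to uninhibited and no-enzyme controls.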
# NPC1 promoter act: activates the NPC1 promoter; Huh7 NPC1 promoter luciferase reporter, 24 h; Potency, µM (titrated, usually from 9.22 µM), without a hit: at the top dose activation, actives largely listed as activators; actives 2.4% (n = 320,000); AID 485313;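 further: potency means the concentration at half of the fitted maximal effect; % of control where 0% means no effect; nearly all actives have a fitted effect of over 60% in size; reporter is driven by a mutant NPC1 promoter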
#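 Luminescence from an NPC1 promoter-driven luciferase reporter in stably transfected Huh7 cells was measured after 24 h compound treatment at 37 °C, followed by 10 min ambient incubation with luciferase detection reagent.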
# Rab9 prom act: Rab9 promoter activation; Huh7 Rab9 promoter-luciferase reporter, luminescence, 24 h; Potency, µM (top dose mostly 9.22 µM), without a hit: at the highest dose activation, negative = inhibition, usual class: activators; actives 2.8% (n = 320,000); further: potency means the concentration at half of the fitted maximal effect; % of control where 0% means no effect; nearly all actives have a fitted effect of over 60% in size
#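 Promoter activation is measured as luciferase luminescence in Huh7 cells stably transfected with a Rab9 promoter–luciferase construct, following 24 h compound exposure at 37 °C and 10 min reagent incubation at ambient temperature.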
# Mito fusion act: blocks mitochondrial division or promotes mitochondrial fusion; S. cerevisiae fusion-defective mutant growth rescue, CellTiterGlo 48 h; Potency, µM (highest dose often 46.1 µM), for inactives: at the top dose growth rescue (activation), usual class: activators; actives 0.23% (n = 320,000); AID 485298;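 further: potency means the concentration at half of the fitted maximal effect; % of control where 0% means no effect; nearly all actives have a fitted effect of over 45% in size; temperature-sensitive fusion mutants such as fzo1-1 at 37 °C on non-fermentable ethanol glycerol medium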
#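 Yeast fusion mutant, YPEG (non-fermentable carbon), compound, 48 h at 37C non-permissive; CellTiterGlo added, 10 min RT, luminescence read. Rescued growth = division inhibition.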
# Menin MLL FP TR: inhibitors of human menin-MLL interaction, mutant MLL peptide; O00255; Menin + Texas Red MLL mutant peptide, fluorescence polarization; Potency, µM (doses to about 61.6 µM), without a hit: at the top dose FP activity change, negative = inhibition, hits mostly inhibitors; actives 0.23% (n = 270,000); AID 1768; active means well fitted inhibition curve with a large enough effect in the polarisation, with a control signal flat, not every such curve was filed as active; inconclusive means small, poorly fitted or top-dose-only effect, or effect the other way, or a change in a side signal; inactive means no such curve, though single readings can be large or run the other way; the % refers to the polarisation; further: potency means the concentration at half of the fitted maximal effect; % of control where 0% means no effect; many of its hits are not listed in these tables
# RORg inh: ROR gamma (mouse) transcription inhibition; P51450; Drosophila S2 Gal4-RORgamma UAS-luciferase reporter, 20 h; Potency, µM (doses to about 53.6 µM), for inactives: at the top dose activity change, negative = inhibition, usual class: inhibitors; actives 5.4% (n = 310,000); AID 2551; further: potency means the concentration at half of the fitted maximal effect; on the % scale 0 is the no-effect control and ±100 the full control effect; nearly all actives have a fitted effect of over 60% in size
# Target sequence (P51450 whole entry, looked up, the tested form may be a part): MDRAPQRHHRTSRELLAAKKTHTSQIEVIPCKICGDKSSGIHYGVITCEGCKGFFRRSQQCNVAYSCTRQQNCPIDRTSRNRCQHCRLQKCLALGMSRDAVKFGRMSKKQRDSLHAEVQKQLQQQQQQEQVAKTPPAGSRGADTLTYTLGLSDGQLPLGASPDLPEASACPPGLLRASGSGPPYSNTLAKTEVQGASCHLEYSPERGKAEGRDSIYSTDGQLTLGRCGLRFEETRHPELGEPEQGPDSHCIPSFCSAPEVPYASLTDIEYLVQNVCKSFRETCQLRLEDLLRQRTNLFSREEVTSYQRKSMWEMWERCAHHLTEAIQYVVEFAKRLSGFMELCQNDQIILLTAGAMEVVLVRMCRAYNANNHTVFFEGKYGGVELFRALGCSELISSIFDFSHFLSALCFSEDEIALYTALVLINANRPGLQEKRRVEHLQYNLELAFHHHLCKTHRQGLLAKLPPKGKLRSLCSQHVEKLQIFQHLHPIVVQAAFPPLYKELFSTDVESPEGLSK
#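 Drosophila S2 cells stably expressing Gal4-DBD/mouse RORγ fusion under metallothionein promoter plus UAS-luciferase; compound 1 h, then 700 uM CuSO4 induction for 20 h at ambient temperature; inhibition read as reduced luminescence.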
# KCNH2 3.1 block: inhibitors of human KCNH2 3.1 potassium channel isoform. U2OS KCNH2 3.1, thallium flux FluxOr; hits give low values. activity change, % (tested at about 1.8 µM). actives 0.95% (n = 340,000). AID 720553;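 active means maximum activity change below -70%; inconclusive means maximum activity change from -70% to -50%; inactive means maximum activity change above -50%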;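 further: thallium influx rate constant from kinetic fluorescence after stimulation buffer; on the % scale 0 is the no-effect control and ±100 the full control effect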
#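 Channel expression came from 3.1 mutant virus (1.77 x 10^8 /mL) applied to suspended U2OS cells for 4 h. Flux was tracked with FluxOr dye plus Red40 quencher, and kinetic rate constants normalized to controls.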
# MBNL1 CUG block: inhibitors of human MBNL1 binding to CUG repeat RNA | TR-FRET MBNL1-His/biotin-(CUG)12 binding, 665/545 ratio | actives 0.036% (n = 280,000) | Potency, µM (top dose mostly 57.5 µM), without a hit: at the top dose activity change, negative = inhibition, most hits filed as inhibitors | AID 2675 | Q9NR56; active means well fitted inhibition curve with a large enough effect in the signal ratio, with a control signal flat, not every such curve was filed as active; inconclusive means small, poorly fitted or top-dose-only effect, or effect the other way, or a change in a side signal; inactive means no such curve, though single readings can be large or run the other way; the % refers to the signal ratio; further: potency means the concentration at half of the fitted maximal effect; on the % scale 0 is the no-effect control and ±100 the full control effect
#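 TR-FRET between His-tagged MBNL1 and biotin-(CUG)12 RNA, detected with Tb anti-His antibody (0.055 ng/ul) and streptavidin-XL665 (5 nM), 60 min at room temperature. Compounds titrated 92 nM to 58 uM; 665/545 nm ratio normalized to buffer and complex controls.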
# An asterisk follows results filed as active; ? = inconclusive; nt = not tested or not shown; & = joins results of further samples; [ ] = dose if it differs, or a comment. Unless noted, the call rests on the fitted dose curve; in most records, active means well fitted curve in the direction sought with a large enough effect; inconclusive means small, poorly fitted or top-dose-only effect, or another doubt; inactive means no such curve, though single readings can be large; an effect the other way counts as inactive or inconclusive. An excerpt (hit frequency here may not be typical).
SMILES,Gal4-VP16 FLuc,ELG1 DNA repair,FLuc modulator,PKM2 act,NPC1 promoter act,Rab9 prom act,Mito fusion act,Menin MLL FP TR,RORg inh,KCNH2 3.1 block,MBNL1 CUG block
Cc1ccccc1OCc1nc2ccccc2c(=O)n1NC(=O)c1ccco1,0%,-1%,?,-6%,0%,12%,-8%,19%,-19%,6,-8%
Cc1ccc(C(=O)CNc2ccc(Cl)cc2)cc1,?,?,-16%,0%,13%,21%,-9%,?,19%,-79*,-2%
O=C(/C=C/c1ccc(Cl)cc1)NC1CCS(=O)(=O)C1 (centres undefined),20%,16%,-1%,-1%,1%,0%,-3%,-10%,1%,-2,nt
CCOC(=O)c1ccc(NC(=S)Nc2cccc(C)n2)cc1,?,8%,-2%,1%,-4%,-6%,0%,8%,0.89µM*,-10,nt
O=C(NCc1ccccc1)c1ccc(Cl)cc1,-4%,6%,-3%,-1%,-4%,8%,-2%,nt,12%,14,-15%
O=C(Cn1c(C(F)(F)F)nc2ccccc21)OCC(=O)c1c[nH]c2ccccc12,-1%,14%,-15%,-1%,0%,-1%,-5%,?,?,5,1%
CC(Sc1nnc(-c2ccco2)n1C)C(=O)N1C(C)CCCC1C (centres undefined),5%,2%,1%,0%,-8%,0%,-2%,6%,-16%,-19,-2%
O=C(NC1CCCC1)C(c1ccco1)N(C(=O)c1csnn1)c1ccccc1 (centres undefined),-8%,3%,2%,nt,2%,-2%,-7%,1%,15%,-17,-6%
CCNC(=O)N1c2ccc(OC)cc2C(C)=CC1(C)C,4%,10%,2%,-4%,3%,1%,-4%,-26%,?,16,9%
CSc1ccc(/C=N/NC(=O)CN2CCN(Cc3ccccc3)CC2)cc1,3%,8%,0%,6%,0%,-1%,-7%,-14%,?,-73*,12%
O=C(NCc1cccnc1)c1cccc(S(=O)(=O)N2CCCCC2)c1,-7%,?,3%,-2%,-1%,1%,-1%,-2%,39%,-48,5%
COc1cccc(NC(=S)N(CCCN2CCCC(C)C2)Cc2cccs2)c1 (centres undefined),5%,-2%,1%,2%,2%,-5%,4%,3%,-15%,-4,-1%
c1ccc(-c2noc(CCC3CCCC3)n2)cc1,?,?,11µM*,0%,14%,?,-2%,9%,?,16,0%
O=C(CN1CCOCC1)Nc1ncc(Cc2cccc(Cl)c2Cl)s1,-15%,2%,-8%,-2%,-3%,1%,-14%,-7%,-22%,8,-9%
COc1cccc(N=C(N)N=C(N)N)c1,-2%,0%,0%,-5%,2%,2%,4%,nt,19%,-2,-2%

# A draw from above in order of heavy-atom count, smallest number first:
SMILES,Gal4-VP16 FLuc,ELG1 DNA repair,FLuc modulator,PKM2 act,NPC1 promoter act,Rab9 prom act,Mito fusion act,Menin MLL FP TR,RORg inh,KCNH2 3.1 block,MBNL1 CUG block
COc1cccc(N=C(N)N=C(N)N)c1,-2%,0%,0%,-5%,2%,2%,4%,nt,19%,-2,-2%
O=C(NC1CCCC1)C(c1ccco1)N(C(=O)c1csnn1)c1ccccc1 (centres undefined),-8%,3%,2%,nt,2%,-2%,-7%,1%,15%,-17,-6%
O=C(Cn1c(C(F)(F)F)nc2ccccc21)OCC(=O)c1c[nH]c2ccccc12,-1%,14%,-15%,-1%,0%,-1%,-5%,?,?,5,1%

# A few values from the list:
# For ELG1 DNA repair, CSc1ccc(/C=N/NC(=O)CN2CCN(Cc3ccccc3)CC2)cc1 is entered as 8%
# For Gal4-VP16 FLuc, COc1cccc(N=C(N)N=C(N)N)c1 is entered as -2%

# (continued)
SMILES,Gal4-VP16 FLuc,ELG1 DNA repair,FLuc modulator,PKM2 act,NPC1 promoter act,Rab9 prom act,Mito fusion act,Menin MLL FP TR,RORg inh,KCNH2 3.1 block,MBNL1 CUG block
O=S(=O)(c1ccccc1)c1nnn2c1nc(NC1CCN(Cc3ccccc3)CC1)c1cc(Cl)ccc12,?,7%,-1%,nt,-11%,4%,22%,11%,-39%,-25,2%
O=C1NCCc2c1[nH]c1ccccc21,4%&-4%,-1%&19%,-2%&1%,1%&1%,-6%&-4%,-7%&2%,4%&4%,?,15%&-5%,17,?
CC1CCN(CCOCCOc2ccc(Br)cc2Cl)CC1,-2%,?,0%,-1%,-2%,-3%,10%,-22%,-15%,?,-5%
COC(=O)C(Cc1c[nH]c2ccccc12)NC(=O)c1ccccc1Br (centres undefined),3%,0%,4.3µM*,0%,0%,-1%,-3%,2%,-3%,5,-8%
CCOC(=O)N1CCC2(CC1)C(C#N)=C(N)Oc1n[nH]c(C)c12,14%,0%,5%,1%,-2%,-7%,1%,-2%,2%,-1,-10%
CN1CCN(C(=S)Nc2cc(S(=O)(=O)N3CCOCC3)ccc2Cl)CC1,7%,-11%,0%,-3%,-7%,-1%,1%,23%,7%,6,-2%
CC(C)N(Cc1cc2ccccc2[nH]c1=O)C(=O)c1ccco1,?,?,-5%,-7%,-6%,2%,-5%,-8%,2%,12,-3%
COc1ccc(OC)c(S(=O)(=O)Nc2cc(C(=O)O)ccc2N2CC3CC(C2)c2cccc(=O)n2C3)c1 (centres undefined),0%,0%,2%,-1%,14%,0%,-2%,6%,-11%,1,0%
Oc1ccc(-c2cccc(-c3ccc(O)cc3)n2)cc1,1%,?,17µM*,0%,-3%,27%,0%,13%,7%,-17,-3%
Cc1ccc(NC(=O)CN(C)C(=O)C2COc3ccccc3O2)cc1 (centres undefined),6%,-6%,4%,2%,-1%,0%,-2%,17%,3%,-5,-2%
COc1cccc(CNS(=O)(=O)c2ccc(N3CCCC3=O)cc2)c1,-13%,0%,1%,nt,-3%,0%,-3%,6%,?,-2,-15%
O=C(Nc1ccncc1)Nc1ccncc1,9%,?,0%,-7%,-8%,-13%,3%,20%,16%,0,-24%
C=CCOc1cccc(C2/C(=C(\O)c3ccc4c(c3)OCCO4)C(=O)C(=O)N2CCN2CCOCC2)c1 (centres undefined),-5%,6%,0%,nt,3%,-3%,2%,nt,-11%,-5,28%
CC1CCCC(C)N1C(=O)C1CC(c2ccc(F)cc2)=NO1 (centres undefined),?,?,-7%,-1%,3%,?,3%,nt,8%,4,-5%
Cc1ccc(-n2nnnc2SCC(=O)Nc2ccc3c(c2)OCCO3)cc1C,-28%,-23%,-16%,0%,1%,-1%,-2%,5%,?,20,-7%
O=C(c1ccco1)N1CCN(C(=O)c2cccs2)CC1,-5%,-4%,-1%,0%,1%,-2%,-2%,0%,18%,3,-1%
COc1ccc2c(c1)Cc1sc(NC(=O)c3ccco3)nc1-2,?,?,3.4µM*,5%,2µM*,1.8µM*,9%,?,-27%,3,-20%
O=C1OCCN1c1c(-c2ccccc2)c(-c2cccs2)nc2c(-c3ccccc3)cccc12,0%,26%,8%,-3%,1%,1%,1%,-21%,-21%,-3,52%[activator]
CC(C)Cc1nnc(NC(=O)c2cc(S(=O)(=O)N(C)C)ccc2N2CCCC2)s1,-24%,3%,-1%,-2%,-2%,-3%,-2%,nt,?,-5,-5%
Cc1ccc(C(C)C)c(OCC(=O)Nc2ccc(Cl)cn2)c1,-13%,-13%,0%,-6%,11%,-9%,3%,7%,1%,-10,-2%
COc1ccccc1OCCNc1cc(N2CCCCC2)ccc1[N+](=O)[O-],-9%,-9%,?,-5%,-1%,-6%,15%,2%,?,17,nt
Cn1nnnc1SCc1nc2scc(-c3ccc(Cl)cc3)c2c(=O)[nH]1,-17%,-5%,-2%,-1%,-15%,-15%,-6%,nt,-2%,?,11%
CNC(=S)N1N=C(c2cccs2)CC1c1ccc(F)cc1 (centres undefined),20%,?,0%,nt,-6%,-3%,-40%,28%,?,-15,?
c1coc(CN=C2NC(=NCc3ccco3)c3ccccc32)c1,-7%,-13%,7%,7%,-1%,2%,3%,-17%,-6%,0,?
